E coli Lon inh – inhibitors of E. coli Lon protease. P0A9M0. purified E. coli Lon protease, fluorescence polarization. inhibition, % at 7.94 µM. 0.42% of 360,000 active; in the data active = inhibition above about 13%, passing the limit was not always enough;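 also: 0% = enzyme with probe and DMSO and 100% = no enzyme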
Target sequence (P0A9M0 whole entry, looked up): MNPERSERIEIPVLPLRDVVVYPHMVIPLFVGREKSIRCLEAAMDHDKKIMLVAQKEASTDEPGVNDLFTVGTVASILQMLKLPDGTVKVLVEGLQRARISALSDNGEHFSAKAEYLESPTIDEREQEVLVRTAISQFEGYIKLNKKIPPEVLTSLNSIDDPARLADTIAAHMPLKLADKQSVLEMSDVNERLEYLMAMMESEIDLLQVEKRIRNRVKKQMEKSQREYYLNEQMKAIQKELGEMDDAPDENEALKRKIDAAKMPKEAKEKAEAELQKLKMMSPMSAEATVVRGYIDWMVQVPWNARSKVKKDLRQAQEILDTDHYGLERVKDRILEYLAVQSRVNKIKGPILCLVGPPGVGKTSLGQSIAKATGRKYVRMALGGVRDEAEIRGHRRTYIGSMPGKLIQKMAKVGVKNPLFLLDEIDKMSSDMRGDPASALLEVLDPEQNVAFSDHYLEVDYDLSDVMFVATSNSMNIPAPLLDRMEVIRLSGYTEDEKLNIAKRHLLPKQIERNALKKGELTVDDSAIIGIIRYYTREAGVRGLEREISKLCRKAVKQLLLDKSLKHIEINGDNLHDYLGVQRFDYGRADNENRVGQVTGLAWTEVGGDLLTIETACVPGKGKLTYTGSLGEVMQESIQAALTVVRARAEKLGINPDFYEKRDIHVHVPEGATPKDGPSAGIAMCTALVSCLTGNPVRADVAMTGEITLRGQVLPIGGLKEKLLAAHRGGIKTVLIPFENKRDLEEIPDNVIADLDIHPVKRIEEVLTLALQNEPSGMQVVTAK
TbMetRS inhib – blocks T. brucei methionyl-tRNA synthetase activity; purified T. brucei MetRS, ATP depletion, Kinase-Glo luminescence; inhibition, % at 11.9 µM; 0.4% of 360,000 active;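 active = inhibition above a per-plate cutoff of the control wells' mean inhibition plus 3 SD, cut at about 5.5% in these data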;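 also: 0% = DMSO wells median and 100% = median of wells with control inhibitor compound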
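Assay system: T. brucei methionyl-tRNA synthetase, purified | Medium: HEPES buffer with MgCl2, KCl, DTT, spermine, BSA, pyrophosphatase | Compound: 11.9 µM single point | Incubation: 15 min enzyme-compound preincubation, 2 h reaction, 10 min detection, 25 °C | Measured by: Kinase-Glo luciferase luminescence reporting remaining unconsumed ATP | Measure: % inhibition normalized to control-well medians | Replication: Singlicate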
FAS-TE inh – FAS thioesterase (human) inhibition; P49327; recombinant FAS-TE, OMFH fluorogenic substrate, fluorescence endpoint; inhibition, % at 15 µM; 0.67% of 360,000 active;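 active = compounds whose normalised, plate-corrected inhibition of enzyme fluorescence in the single-dose primary screen is 50% or more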;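 also: 0% = DMSO with enzyme and 100% = substrate without enzyme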
PABP1 MLLE inh – blocks PAM2 peptide binding to the PABP1 MLLE domain. inhibition, % at 20 µM. GST-MLLE / FITC-PAM2 fluorescence polarization. AID 588489. 0.36% of 360,000 active. P11940; in the data active = inhibition above about 35%, passing the limit was not always enough;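 also: plate controls were DMSO wells with GST-MLLE for no effect and wells lacking GST-MLLE protein for full effect; some results filed as inactive read as strong as hits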
Rin1 Abl inh – inhibitors of human Rin1-Abl protein interaction. P00519+Q13671. TR-FRET Rin1/Abl binding, biochemical. inhibition, % at 7.35 µM. 0.4% of 360,000 active. AID 588664; in the data active = inhibition above about 5%, passing the limit was not always enough
MsrA act – activators of bovine methionine sulfoxide reductase A; purified bovine MsrA, absorbance read-out; activation, % at 10.6 µM; 0.3% of 360,000 active; in the data active = activation above about 7.5%;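 also: 0% = vehicle and 100% = reference activator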
MsrA inh – bovine MsrA inhibition; purified bovine MsrA, absorbance read-out; inhibition, % at 15.5 µM; 0.75% of 360,000 active; in the data active = inhibition above about 4.5%;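 also: 0% = vehicle wells with enzyme and 100% = reference inhibitor wells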
Neddylation inh – cullin neddylation inhibition; TR-FRET cullin neddylation, biochemical; calls only at 25 µM; 0.58% of 360,000 active; in the data active = inhibition above about 36%
CSN deneddyl inh – blocks human CSN-mediated cullin deneddylation; Q92905; inhibition, % at 12.5 µM; Purified CSN, SCF-Nedd8-OG deneddylation, fluorescence polarization; 0.38% of 360,000 active;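 active = pattern-corrected inhibition above about 35%, with an unprinted fluorescence ratio check between 0.5 and 1.5, limit read from the data, passing the limit was not always enough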;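 also: 0% = enzyme with substrate and 100% = substrate without enzyme; some results filed as inactive read as strong as hits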
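test system = HEK293T-derived human Csn5 enzyme | amount = 0.24 nM Csn5 enzyme, final concentration | medium = Tris/NaCl/DTT buffer, pH 7.5 | schedule = 90 min reaction at room temperature | signal = FP | evaluation = inhibition of Csn5 cleavage, % | compound dosing = single dose of 12.5 µM compound with 0.25% DMSO | probe or stimulus = 10 nM SCFSkp2-Nedd8OG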
Numbers without * were called inactive; i = inactive; · = no result given.

SMILES	E coli Lon inh	TbMetRS inhib	FAS-TE inh	PABP1 MLLE inh	Rin1 Abl inh	MsrA act	MsrA inh	Neddylation inh	CSN deneddyl inh
CCN(CC)S(=O)(=O)c1cccc(NC(=O)CN(C)Cc2cccc(OC)c2)c1	0.2	-0.2	10.3	5.8	6.4	0.5	-0.7	i	-1.6
O=C(O)CCC(=O)NCc1c(Cl)cccc1Sc1ccc(Cl)cc1	2.5	-0.2	-3.3	3.5	4.9	-4.3	0.4	i	0.2
CCc1noc(C)c1C(=O)NNC(=O)c1ccccc1Cl	1.6	-0.3	-7.0	2.1	-1.7	-2.6	-0.4	i	-1.8
O=C1CC(=Nc2ccc([N+](=O)[O-])cc2)NN1c1c(Cl)cc(Cl)cc1Cl	3.8	-0.1	36.5	-10.8	3.0	-2.6	2.1	i	-0.6
O=C(NCCCN1CCCC1=O)c1cc(COc2ccc(F)cc2F)on1	-7.0	-0.4	-5.6	-9.1	0.6	3.7	-0.7	i	-4.1
CCCOC1CCCN(C(=O)c2ccc3oc(C(C)C)nc3c2)C1 (stereo not drawn)	-7.3	-0.6	-2.5	-3.0	-2.6	-1.8	0.3	i	-2.4
O=C(O)c1cccc(N2C(=O)c3cccc4cccc(c34)C2=O)c1	-0.6	5.5	-7.1	11.6	-2.8	-10.6	3.3	i	1.9
Cc1cccc(C)c1NC(=O)CS(=O)CC(=O)N1CCN(c2ccccc2)CC1 (stereo not drawn)	5.0	-0.1	-4.2	14.3	-2.2	-5.0	1.8	i	-2.9
COc1ccccc1CCc1nnc(CCC(=O)NC(C)Cc2cccnc2)o1 (stereo not drawn)	-2.3	0.8	-1.9	5.3	3.1	-1.5	-0.4	i	5.7
O=C(CCN1CCOCC1)N1CCc2c([nH]c3ccccc23)C1c1cccc(Cl)c1 (stereo not drawn)	-1.9	3.1	0.8	5.1	1.9	1.6	-0.7	i	4.8
O=C(CN1CCCN(Cc2ccc(F)cc2Cl)C1=O)NC1CCCC1	-3.2	-1.0	-6.1	17.1	-0.1	-5.5	1.8	i	2.7
CCOc1ccc(-c2nc(N)ncc2Oc2cccc(OC)c2)c(O)c1	5.8	-0.6	18.1	-0.8	-1.8	0.4	0.6	i	1.1
CC(C)C(=O)N1CCC(c2nc(-c3ccc(S(=O)(=O)N4CCCC4)cc3)no2)CC1	-5.2	-0.6	21.0	3.5	2.3	-3.5	0.1	i	0.6
Cc1ccc(C(C)(C)C)cc1S(=O)(=O)N1CCC(C(=O)N2CCN(c3ccc(O)cc3)CC2)CC1	9.5	-0.4	31.9	-12.0	4.9	-7.1	-0.3	i	2.1
O=S(=O)(Nc1ccc(-n2cccc2)cc1)c1ccc(F)cc1	4.9	0.3	13.7	-0.7	7.2	0.4	0.0	i	-0.8
CC(OC(=O)c1ccc(Cl)nc1)C(=O)NC(C)(C)C (stereo not drawn)	-9.0	-0.3	-5.8	-5.1	4.8	-3.6	0.8	i	-5.1
CSc1nc2c(c(=O)[nH]1)C(c1ccc(Br)cc1)CC(=O)N2 (stereo not drawn)	-4.2	-0.6	-2.9	1.5	-3.9	-1.7	3.0	i	-8.2
CCCn1c(Sc2nnnn2-c2ccccc2)n[nH]c1=O	2.5	0.0	-5.0	-12.4	2.0	-0.5	1.0	i	0.9
O=C(NCc1ccccc1)c1onc(CSc2ccc(Cl)cc2)c1C(=O)NCc1ccccc1	-4.2	0.0	25.2	12.6	-2.0	-4.2	0.0	i	0.5
COC(=O)c1ccc(CN(c2ccc(C(=O)O)c(O)c2)S(=O)(=O)c2ccc(Cl)c([N+](=O)[O-])c2)cc1	-0.2	-0.1	32.3	-12.7	1.6	-0.8	0.6	i	-1.1
COCCCNC(=S)NC(=O)c1ccc([N+](=O)[O-])cc1	-1.2	-0.9	1.8	3.8	-2.7	-3.4	1.2	i	-9.7
COc1ccccc1C(=O)NNC(=O)c1nn(Cc2ccccc2)c(=O)c2ccccc12	-8.9	0.3	10.5	0.3	0.4	-0.8	1.3	i	5.7
Cc1ccc(NC(=O)CSc2nnc(-c3cccs3)o2)cc1S(=O)(=O)N1CCCCC1	-19.6	-1.1	-8.4	-12.2	1.8	-6.8	-0.3	i	-4.3
COc1cccc(CNC(=O)N2CCN(c3ccccc3Cl)CC2)c1	3.9	0.1	-0.1	-7.5	1.2	0.9	-0.5	i	1.4
N#C/C(=C/c1ccc([N+](=O)[O-])cc1)C(N)=O	7.1	-0.7	0.3	11.7	3.3	-8.8	0.0	i	-2.3
COc1cccc(CNC(=O)CN2C(=O)COc3ccc(S(=O)(=O)N4CCCCC4)cc32)c1	-4.5	-0.5	-1.8	10.3	4.9	-8.6	0.3	i	5.2
Cc1ccc(S(=O)(=O)C(C#N)c2nc3ccccc3nc2N2CCN(C)CC2)cc1 (stereo not drawn)	-6.6	0.1	-9.7	12.0	-3.4	-1.9	1.6	·	-6.4
CN(Cc1ccccc1)C(=O)c1ccc(S(=O)(=O)N(C)c2ccccc2)cc1	0.8	0.7	16.8	-2.1	1.2	-1.7	-0.2	i	-4.4
Cc1cccc(NC(=O)Nc2ccc([N+](=O)[O-])cc2)n1	1.9	-0.5	-2.2	0.2	-0.1	-2.3	-1.6	i	-1.4
C/C(=N\NC(=O)CC#N)c1cc2ccccc2oc1=O	5.7	0.1	-7.5	-3.2	-0.7	-4.7	-0.6	i	0.7
CCOC(=O)c1cccc(NC(=O)CSc2nnnn2CC)c1	5.3	-0.1	-3.7	-6.4	1.7	0.3	-0.6	i	-1.3
COc1ccc(CC(=O)NNC(=O)c2ccc(Br)o2)cc1	-2.4	-0.8	-2.3	11.7	2.8	-5.2	0.1	i	-4.7
Cn1c(SCC(=O)Nc2ccc3c(c2)OCO3)nnc1C(F)(F)F	-1.9	-0.3	-1.2	12.1	-1.1	-3.2	1.1	i	0.0
CCc1nc(SCC(=O)O)c(C#N)c2c1CCCC2	-1.2	-0.6	-4.5	13.2	-0.5	-1.8	-1.0	i	-0.6
COc1cc2c(cc1OC)CN(c1ccc(F)cc1[N+](=O)[O-])CC2	6.6	-1.3	4.2	19.2	0.9	-7.1	1.7	i	0.3
Clc1cccc(-c2ccc(C3Nc4cccc5cccc(c45)N3)o2)c1	-2.4	0.0	21.6	7.3	1.2	-1.3	·	i	-1.4
O=C(NCCOc1ccc(Cl)cc1)C1CC(=O)N(c2ccc(F)cc2)C1 (stereo not drawn)	3.3	-0.2	1.7	10.7	1.3	1.4	0.3	i	3.5
CNC(=O)N(O)C1N(C)C(=O)N(Cc2ccccc2)C1(C)C (stereo not drawn)	4.8	0.0	-8.6	7.9	-2.3	1.6	1.4	i	1.7
O=c1c2ccccc2ncn1-c1ccc(Cl)cc1Cl	-2.5	0.8	-1.0	1.8	1.3	0.7	-0.1	i	-1.2
O=C(NCc1ccc(OC(F)(F)F)cc1)C1CC2Cn3c(nc4ccccc43)C2N1c1ccccc1 (stereo not drawn)	4.3	0.2	2.0	-8.4	0.3	1.1	1.1	i	6.0
C=CCn1c(COc2ccccc2)nc2ccccc21	-0.7	-0.5	1.6	-5.8	-0.3	1.6	0.0	i	1.4
Cc1nc(S(=O)(=O)N(C)c2ccccc2)c(C#N)c(C)c1Cl	-1.2	-1.4	8.6	11.9	0.4	-12.9	-0.2	i	5.5
CC(C)C(=O)NC(=S)Nc1ccc(S(=O)(=O)Nc2ccccc2)cc1	9.1	0.1	8.0	25.1	-2.9	-2.0	-0.5	i	-7.3
COc1ccc(CCNC(=O)CNCC(c2ccccc2)N(C)C)cc1OC (stereo not drawn)	1.6	-0.6	-5.0	-3.9	3.7	-2.8	-0.4	i	0.8
CCCNC(=O)C(=O)Nc1ccc2c(c1)N(S(=O)(=O)c1cccs1)CCC2	7.2	-0.4	16.3	4.0	-0.9	1.3	-1.0	i	-2.8
Cc1nc(-c2ccccc2)sc1-c1nc(-c2ccncc2)ncc1S(=O)(=O)c1ccccc1	-4.3	-0.6	28.0	-8.7	2.3	-0.7	-0.8	i	5.4
Cn1nnnc1SCCOc1ccc(C#N)cc1	1.4	0.1	-3.7	-8.4	-2.0	-0.1	-0.7	i	2.2
COc1ccc(NC(=O)c2cc([N+](=O)[O-])ccc2N2CCCCC2)cc1OC	9.8	-0.1	38.2	-2.2	-4.8	-3.6	1.6	i	4.5

Compounds above that have a furan ring, fused or not, in the order listed:
SMILES	E coli Lon inh	TbMetRS inhib	FAS-TE inh	PABP1 MLLE inh	Rin1 Abl inh	MsrA act	MsrA inh	Neddylation inh	CSN deneddyl inh
COc1ccc(CC(=O)NNC(=O)c2ccc(Br)o2)cc1	-2.4	-0.8	-2.3	11.7	2.8	-5.2	0.1	i	-4.7
Clc1cccc(-c2ccc(C3Nc4cccc5cccc(c45)N3)o2)c1	-2.4	0.0	21.6	7.3	1.2	-1.3	·	i	-1.4

The main list resumes, starting 2 compounds before the break.
SMILES	E coli Lon inh	TbMetRS inhib	FAS-TE inh	PABP1 MLLE inh	Rin1 Abl inh	MsrA act	MsrA inh	Neddylation inh	CSN deneddyl inh
Cn1nnnc1SCCOc1ccc(C#N)cc1	1.4	0.1	-3.7	-8.4	-2.0	-0.1	-0.7	i	2.2
COc1ccc(NC(=O)c2cc([N+](=O)[O-])ccc2N2CCCCC2)cc1OC	9.8	-0.1	38.2	-2.2	-4.8	-3.6	1.6	i	4.5
COC(=O)C1(c2ccccc2)NC(c2cccs2)C2C(=O)N(c3ccccc3)C(=O)C21 (stereo not drawn)	-3.3	0.4	-2.5	-0.8	0.5	0.2	0.1	i	0.6
CCOc1ccc(CC(=O)N/N=C(\C)c2cccnc2)cc1OCC	-5.3	-0.5	-4.0	-0.9	-3.2	-8.6	-0.4	i	1.6
CC1(C)CN(CCc2ccccc2)C(=O)[C@H]1CC(=O)Nc1ccccc1	-6.3	-0.7	-3.9	-0.9	-0.1	-0.2	-1.3	i	-2.2
O=C(Nc1ccc(F)c(F)c1)C1CCN(S(=O)(=O)c2cccc3nonc23)CC1	-2.6	-1.1	12.2	-7.9	0.4	-13.8	1.1	i	4.8
Cc1cc(Cl)ccc1C(O)c1ncc(-c2cccc3ccccc23)[nH]1 (stereo not drawn)	3.9	-0.3	25.3	-9.8	-1.9	-6.3	-0.2	i	-2.0
Cc1ccn2cc(-c3cccc([N+](=O)[O-])c3)nc2c1	3.9	-1.5	7.0	2.5	-5.4	-7.0	-0.1	i	1.5
CCOC(=O)C1=NN(c2ccc(Cl)cc2)/C(=C/C2=NCCc3cc(OC)c(OC)cc32)S1	-11.4	-0.4	8.9	-48.8	0.6	-3.1	1.5	·	1.7
COC(=O)c1cc2sccc2n1Cc1ccc(C)cc1	-3.6	-0.6	23.6	3.8	-4.1	-3.7	2.8	i	-0.4
O=S(=O)(c1cccc2nsnc12)N1CCN(c2ncccn2)CC1	-0.7	-1.3	0.1	-4.0	0.1	-2.6	2.0	i	3.5
CC(=O)Nc1ccc(C(C#N)c2ccccc2)cc1 (stereo not drawn)	0.5	-0.6	3.0	3.5	4.0	-2.4	0.4	i	0.8
Brc1ccc(C2=Nn3cnnc3SC2)cc1	5.2	-0.2	-1.1	7.6	1.6	-2.6	-0.4	i	1.8
Cc1[nH]c(=O)c(C(=O)/C=C/c2ccccc2)c2c1CCCC2	-4.3	-1.1	-3.3	1.1	-1.1	-2.0	1.6	i	5.6
Oc1ccccc1C(=S)N1CCCCCC1	-5.0	0.2	-5.2	7.2	-5.4	0.1	1.1	i	-0.9
